PAFAH1B2 inh – PAFAH1B2 enzyme inhibitors, primary screen, biochemical, fluorescence polarization, human. actives 1.2% (n = 340,000). inhibition, % at 3.39 µM. Platelet-activating factor acetylhydrolase IB subunit alpha2 (Homo sapiens), P68402. recombinant PAFAH1B2, FP-rhodamine activity probe. AID 492953, 2010;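 active means inhibition above the mean of all tested compounds plus 3 SD, cut at about 24% in these data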;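 further: 0% = enzyme with DMSO and 100% = wells lacking PAFAH1B2; many of its hits are not listed in these tables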
Target sequence (P68402 whole entry, looked up): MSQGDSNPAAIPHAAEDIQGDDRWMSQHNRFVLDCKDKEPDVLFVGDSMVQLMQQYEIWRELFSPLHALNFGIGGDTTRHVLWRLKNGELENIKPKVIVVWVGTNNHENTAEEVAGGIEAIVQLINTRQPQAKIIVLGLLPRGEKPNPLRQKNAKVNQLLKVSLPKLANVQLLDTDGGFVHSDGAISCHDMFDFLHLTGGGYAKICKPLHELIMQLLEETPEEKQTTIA
PAFAH2 FP inh – PAFAH2 enzyme inhibitors, primary screen, biochemical, fluorescence polarization, human; Platelet-activating factor acetylhydrolase 2, cytoplasmic (Homo sapiens), Q99487; recombinant PAFAH2, FP-rhodamine activity probe; inhibition, % at 3.39 µM; actives 0.99% (n = 340,000);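 active means inhibition above the mean over all tested compounds plus 3 SD, cut at about 30% in these data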;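 further: inhibitors block probe labeling of enzyme so polarization drops; 0% = enzyme with DMSO and 100% = wells lacking PAFAH2 protein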
LYPLA2 counter – LYPLA2 inhibitors, primary screen, counter-screen for PME1 inhibitor project, biochemical, fluorescence polarization, FP-Rh probe ABPP | Acyl-protein thioesterase 2 (Homo sapiens), O95372 | inhibition, % at 5.9 µM | AID 2177, 2009 | recombinant LYPLA2 | actives 0.38% (n = 320,000);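 active means inhibition above the screen-wide mean plus 3 SD, limit set per campaign, cut at about 26% in these data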;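 further: 0% = LYPLA2 with DMSO and 100% = wells lacking LYPLA2 enzyme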
PAD4 inh – human PAD4 inhibitors, primary screen, biochemical, fluorescence polarization, 1536-well format | Protein-arginine deiminase type-4 (Homo sapiens), Q9UM07 | recombinant PAD4, RCA probe fluorescence polarization | inhibition, % at 6.36 µM | actives 0.41% (n = 330,000);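 active means percent inhibition above a cutoff equal to the mean of all tested compounds plus 3 SD, cut at about 15% in these data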;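 further: 0% = PAD4 with RCA probe and DMSO and 100% = probe without PAD4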
pPAFAH inh – pPAFAH enzyme inhibitors, primary screen, biochemical, fluorescence polarization, human; Platelet-activating factor acetylhydrolase (Homo sapiens), Q13093; recombinant pPAFAH, FP-rhodamine probe fluorescence polarization; inhibition, % at 3.39 µM; actives 1.5% (n = 330,000);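 active means inhibition above the mean inhibition across the screen plus 3 SD, cut at about 25% in these data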;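 further: inhibitors block binding of the rhodamine activity-based probe so polarization drops; 0% = enzyme with DMSO and 100% = wells lacking pPAFAH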
PAFAH1B3 FP inh – PAFAH1B3 enzyme inhibitors, primary screen, biochemical, fluorescence polarization, human; Platelet-activating factor acetylhydrolase IB subunit alpha1 (Homo sapiens), Q15102; recombinant PAFAH1B3, FP-rhodamine probe; inhibition, % at 3.39 µM; actives 0.28% (n = 340,000); AID 492972, 2010;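 active means inhibition above the screen-wide average of all tested compounds plus 3 SD, cut at about 25% in these data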;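 further: 0% = enzyme with DMSO only and 100% = wells lacking PAFAH1B3 protein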
Target sequence (Q15102 whole entry, looked up): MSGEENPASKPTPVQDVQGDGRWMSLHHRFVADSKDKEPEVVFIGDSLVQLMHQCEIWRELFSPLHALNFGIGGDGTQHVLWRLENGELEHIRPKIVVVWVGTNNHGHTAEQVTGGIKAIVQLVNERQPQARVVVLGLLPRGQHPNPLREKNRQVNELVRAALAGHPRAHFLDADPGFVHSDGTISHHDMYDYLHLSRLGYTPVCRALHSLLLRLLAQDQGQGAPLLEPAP
GSTO1 counter – inhibitors of recombinant GSTO1, primary screen, counter-screen for RBBP9 inhibitor project, biochemical, fluorescence polarization. inhibition, % at 5.96 µM. activity-based probe fluorescence polarization. actives 1.1% (n = 300,000). Glutathione S-transferase omega-1 (Homo sapiens), P78417;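 active means inhibition above the campaign mean inhibition plus 3 SD, cut at about 35% in these data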;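 further: 0% = GSTO1-1 with DMSO and 100% = wells lacking GSTO1-1 enzyme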
Target sequence (P78417 whole entry, looked up): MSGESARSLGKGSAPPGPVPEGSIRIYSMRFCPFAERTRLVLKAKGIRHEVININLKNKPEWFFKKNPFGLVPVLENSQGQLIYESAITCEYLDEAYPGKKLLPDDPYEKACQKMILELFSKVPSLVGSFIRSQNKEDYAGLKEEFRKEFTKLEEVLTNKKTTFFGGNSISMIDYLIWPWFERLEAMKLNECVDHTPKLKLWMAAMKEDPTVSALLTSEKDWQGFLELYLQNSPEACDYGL
LYPLA1 counter – LYPLA1 inhibitors, primary screen, counter-screen for PME1 inhibitor project, biochemical, fluorescence polarization, FP-Rh probe ABPP; Acyl-protein thioesterase 1 (Homo sapiens), O75608; recombinant LYPLA1; inhibition, % at 5.9 µM; actives 0.16% (n = 320,000);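 active means inhibition above the mean of all tested compounds plus 3 SD, set per campaign, cut at about 14% in these data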;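 further: inhibitors block serine hydrolase probe labeling of LYPLA1 so polarization falls; 0% = enzyme with DMSO and 100% = wells lacking LYPLA1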
Target sequence (O75608 whole entry, looked up): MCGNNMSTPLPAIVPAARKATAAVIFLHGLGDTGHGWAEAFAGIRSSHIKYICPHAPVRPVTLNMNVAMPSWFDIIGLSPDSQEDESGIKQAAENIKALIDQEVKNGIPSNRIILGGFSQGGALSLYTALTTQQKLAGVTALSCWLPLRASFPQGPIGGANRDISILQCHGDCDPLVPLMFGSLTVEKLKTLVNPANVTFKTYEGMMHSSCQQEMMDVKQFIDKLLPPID
PREPL inhibitor – PREPL enzyme inhibitors, primary screen, biochemical, fluorescence polarization. Prolyl endopeptidase-like (Homo sapiens), Q4J6C6. recombinant PREPL, fluorescence polarization activity-based probe. inhibition, % at 5.96 µM. actives 0.68% (n = 320,000). AID 2751, 2010; in the data active means inhibition above about 43%;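 further: 0% = enzyme with DMSO and 100% = wells lacking enzyme; many of its hits are not listed in these tables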
Starred values were filed as active, the others as inactive; . = no result given.

structure,PAFAH1B2 inh,PAFAH2 FP inh,LYPLA2 counter,PAD4 inh,pPAFAH inh,PAFAH1B3 FP inh,GSTO1 counter,LYPLA1 counter,PREPL inhibitor
Cc1ccc(OCC(=O)O/N=C(\N)c2ccncc2)c(C)c1,8.1,0.2,4.7,-0.6,4.5,3.1,4.3,0.8,2.4
Oc1ccc(N=C/C=C/c2ccc(Br)cc2)cc1-c1nc2ccccc2s1,.,.,3.7,-5.3,52.8*,.,36.3*,1.4,14.0
Nc1[nH]c(N=NC(=O)c2ccccc2O)c2ccccc12,-1.2,9.7,0.7,-1.6,4.2,8.6,6.5,-1.1,0.8
C=CCc1cccc2cc(C(=O)Nc3ccc(CC(=O)O)cc3)c(=O)oc12,-2.1,10.0,-11.2,0.5,0.0,6.9,-0.7,-5.6,-7.6
COc1cccc(C2c3c(-c4ccccc4)n[nH]c3C(=O)N2c2ccc(C(=O)O)cc2)c1 (centres undefined),0.0,-0.2,-2.3,-9.1,1.6,10.3,-3.7,-5.5,-2.5
Cn1c(-c2ccsc2)c(-c2cccs2)c2cc(-c3ccc4[nH]ccc4c3)ccc21,-0.2,9.8,-0.9,-6.4,14.9,5.2,.,-2.1,12.1
Cc1onc(-c2c(Cl)cccc2Cl)c1C(=O)NNc1ccccc1,5.8,0.1,0.8,2.6,2.9,7.5,3.5,0.3,-2.3
CS(=O)(=O)c1ccc(Cl)c(NC(=O)COC(=O)c2ccc(-n3cnnn3)cc2)c1,0.4,24.2,0.8,-2.1,-3.6,4.7,1.2,-0.9,-0.9
CC(=O)Nc1nc2ccc(Br)cc2s1,8.1,-2.6,0.8,-4.0,-0.9,15.8,-5.9,-0.2,5.0
Cc1cccc(N(NC(=O)C(C)(C)O)C(=O)c2ccccc2)c1,2.5,-5.0,-0.9,1.1,-0.3,-0.6,6.8,1.1,14.4
CCC1(C)NC(=O)N(/N=C/c2cc(OC)c(O)c(OC)c2)C1=O (centres undefined),1.4,-7.5,-2.9,3.3,4.0,1.1,9.6,-3.8,9.4
CCOc1cc(Br)c(/C=C2/C(=O)N(C)C(=S)N2CC(=O)OC)cc1OC,1.5,4.9,-2.1,-2.2,1.6,3.5,1.8,-0.3,-7.2
CCN1CCCC1CN(Cc1cc2cc(OC)ccc2[nH]c1=O)C(=O)NCc1ccccc1 (centres undefined),-3.3,2.3,1.0,-2.0,4.6,8.1,3.1,0.5,16.0
COc1ccc(-n2nnnc2SCC(=O)N2CCCC2)cc1OC,-3.3,0.7,-3.0,-2.3,-7.8,-1.4,5.0,-1.5,11.4
CCc1ccc(CN(C)C(=O)c2cc(COc3ccc(OC)cc3Cl)on2)nc1,3.5,2.3,12.5,-2.6,1.1,1.0,-1.1,3.3,6.8
O=C(CN1CCCCCCC1)N/N=C/c1ccc([N+](=O)[O-])o1,8.2,10.6,-0.5,-12.5,0.1,6.6,12.1,2.8,9.6
CCCCC(=O)Nc1nnc(C2=COCCO2)o1,-2.4,-0.1,-7.9,1.0,-2.2,6.5,-1.6,-0.8,-4.7
CC(Sc1nc2ccc(Br)cc2[nH]1)C(=O)O (centres undefined),9.1,-2.4,-2.1,-1.6,-0.3,4.0,-3.1,1.3,2.2
COc1ccc(C(=O)NNC(=O)c2cc(C)nc3ccccc23)cc1,-0.2,-1.9,1.1,-2.8,0.3,9.4,.,-0.5,-0.2
O=C(NCc1ccco1)c1ccc2c(=O)n(CCC3=CCCCC3)c(=O)[nH]c2c1,-7.0,-22.5,-13.2,2.0,-6.2,-14.0,-7.6,-7.2,1.7
CCOC(=O)C1CCCN(C(=O)C2CCC(CNS(=O)(=O)c3ccc(NC(C)=O)cc3)CC2)C1 (centres undefined),2.0,-5.4,2.2,-3.5,2.8,1.4,8.8,1.1,-5.4
O=C(O)c1ccccc1NCc1cccs1,9.1,5.1,-0.1,-1.3,8.4,9.4,-0.1,5.2,-5.7
CCOc1ccc(S(=O)(=O)N2CCN(CN3C(=O)CC4(CCCC4)C3=O)CC2)cc1,1.3,-7.1,-5.4,-1.5,-0.8,3.2,.,-3.9,-6.3
CC1=CC(C)(C)n2c(O)c(N=N)c3c(C)c(C)cc1c32,-2.5,1.9,-8.3,-3.1,10.0,-2.8,1.6,-4.6,15.4
Cc1ccc(-n2c(N)c(C(N)=O)sc2=S)cc1,0.9,2.0,-1.4,-6.5,2.3,0.1,10.3,1.1,-5.7
CCC(=O)Nc1ccc(C(=O)Nc2cccnc2)cc1,-1.1,-1.0,-1.4,-11.3,-7.4,9.7,0.4,-0.5,11.3
CCOC(=O)c1sc(-c2ccc(C)cc2)c(C#N)c1C,8.5,-0.2,-4.1,-1.5,-2.0,6.4,4.6,-1.7,-7.0
CCc1ccc(CC)c(S(=O)(=O)Nc2ccc(O)c(C(=O)O)c2)c1,-3.0,-0.6,-1.3,-2.6,5.9,-3.3,1.7,-2.4,0.9
CCc1sc(NC(=O)C(C)C)nc1-c1ccccc1,3.4,-1.1,4.5,2.0,7.3,-0.4,0.0,4.7,9.1
Cc1ccc(C)c(NC(=O)c2ccccc2O)c1,2.0,-1.1,-3.8,1.1,5.2,-5.8,-3.7,-0.7,-3.8
O=C(CCn1c(=O)c2cccn2c2cccnc21)NCc1cccc(Cl)c1,-4.4,-3.4,6.8,2.0,6.4,-2.9,-2.9,0.4,-0.9
CC(=O)NCCC(=O)Nc1cc(S(=O)(=O)N2CCCCC2)ccc1N1CCCCC1,-1.3,6.6,3.1,5.9,-2.9,6.1,.,-2.8,12.2
Cc1nc(N2CCCCC2)c2c(-c3cccs3)csc2n1,6.6,4.3,0.2,-3.8,3.1,-0.2,-4.3,2.8,-7.5
Clc1cccc(-c2ccc(CNCc3ccccn3)o2)c1,-1.1,-2.9,2.9,-3.1,13.8,7.2,1.5,0.1,19.5
CC(=O)c1ccc(N=C2NC(=O)C(CO)(CO)S2)cc1,-1.9,-2.3,4.9,0.6,1.0,1.4,-0.8,3.5,-0.8
CCOC(=O)C1=CN(CC)S(=O)(=O)NC1c1ccc2ccccc2c1 (centres undefined),2.2,-1.6,.,-0.8,6.0,4.9,.,.,.
COC(=O)c1coc(-c2ccc(C)cc2)c1C(=O)OC,0.0,-6.7,-1.5,-1.7,6.0,-6.1,1.0,1.8,0.5
O=C(CNS(=O)(=O)c1ccc(Cl)cc1)NNC(=O)c1cccnc1,5.5,3.9,-1.5,3.9,5.7,4.3,-4.4,-1.4,7.2
O=C(O)CN1CCN(Cc2ccc(F)cc2)C1=O,1.6,0.7,-1.6,-3.6,0.7,-1.7,5.9,10.6,-6.2
CCc1c(C(=O)N2CCN(c3ccccc3F)CC2)[nH]c(C)c1C(C)=O,1.4,-3.7,6.2,-0.3,1.4,-3.0,-4.9,-15.9,10.0
CCN(Cc1ccncc1)C(=O)CCc1ccccc1,0.7,8.2,-21.1,1.5,-4.1,9.6,7.1,-0.8,-3.5
O=C(NCc1cccs1)C1CC(=O)N(c2ccccc2)C1 (centres undefined),5.3,-11.7,-4.2,2.2,-0.3,6.5,0.2,-4.0,-2.1
CCOc1cc(N2CCCC2)ccc1[N+](=O)[O-],0.9,-3.6,-5.0,-0.7,2.7,3.6,-3.0,-1.8,-0.5
CN(Cc1ccccc1)c1nc2c(c(=O)[nH]c(=O)n2C)n1CCCSc1ncccn1,6.1,11.7,-4.2,0.6,3.2,-3.6,7.3,-2.1,1.8
CC1CN(C(=O)c2cc3c(s2)CCC3)CC(C)O1 (centres undefined),1.9,6.6,8.4,1.1,10.0,9.9,1.6,0.7,6.9
O=C(O)/C=C/C(=O)Nc1ccccc1SC(F)(F)C(F)(F)C(F)(F)F,9.5,4.3,-2.8,1.4,-4.2,7.1,1.8,-3.5,-5.7
CC1CCc2sc(C(=O)NCCCn3ccnc3)cc2C1 (centres undefined),1.8,-1.1,-2.2,1.2,1.3,2.9,1.1,-0.9,6.1
Cc1cccc(OCC(=O)Nc2ccccc2N2CCCCC2)c1,1.6,2.8,4.8,-3.9,0.7,0.2,4.8,4.0,18.5
Cc1ccc2cc(CN(C(=O)c3ccncc3)C(C)C)c(=O)[nH]c2c1,1.5,4.7,1.4,-6.0,3.8,-1.5,-7.0,2.1,12.5
CCN(C(=O)c1cc2ccccc2oc1=O)c1ccccc1,-0.2,1.4,-1.9,-3.3,4.0,-1.5,-3.1,-1.9,-3.2
O=C(CSc1nc(O)cc(=O)n1-c1ccc(Cl)c(Cl)c1)Nc1ccc(Cl)cc1Cl,0.0,-6.3,-13.1,5.2,0.3,2.7,-6.8,-8.3,-6.5
C=CCn1c(SCC(=O)Nc2ccc(OC)cc2)nc2ccccc2c1=O,-1.8,-2.7,5.2,0.3,2.1,10.1,3.5,5.3,3.3
CCOC(=O)c1cnc(COc2ccccc2Cl)[nH]c1=O,8.7,10.4,4.5,-1.3,-0.6,6.6,-2.5,-2.5,13.5
O=C(N/N=C/c1ccc(O)c([N+](=O)[O-])c1)C(O)(c1ccccc1)c1ccccc1,6.5,-4.5,-3.6,-1.1,0.6,11.3,1.2,-3.3,8.8
CCOc1ccccc1-n1c(SCC(N)=O)nnc1-c1ccco1,-1.2,0.7,8.1,-0.6,5.4,-6.6,5.3,0.6,0.7
C=C(C)CSc1nnc(-c2ccc(C)cc2)n1N,7.7,-3.9,5.5,4.4,-1.4,-9.7,6.3,0.7,-11.7
Cc1nc(SCC(=O)N(C)C2CCS(=O)(=O)C2)c2ccccc2n1 (centres undefined),1.4,-0.8,.,8.6,0.5,3.6,.,.,4.0
CCCCN(C(=O)C1CC(=O)N(c2ccc(OC)cc2OC)C1)c1c(N)n(CC(C)C)c(=O)[nH]c1=O (centres undefined),1.7,-1.0,4.2,0.6,0.0,4.0,1.8,-2.2,2.1
CC(=O)Nc1nc2n(n1)C(c1ccccc1)C=C(c1ccccc1)N2 (centres undefined),-1.9,-7.1,0.5,-0.7,4.3,6.9,5.7,-1.6,1.8
COC(CNC(=O)c1ccc2c(c1)ncn2C1CCCCCC1)OC,1.5,2.0,4.5,3.9,4.7,-0.7,-6.6,2.1,-2.2
CCCC(=O)Nc1cc(-c2cn3cccnc3n2)ccc1OC,2.1,2.5,2.7,1.7,4.2,6.7,2.1,-1.0,1.8
O=C(Nc1ccc(Cl)cc1)NC1CCCCC1Cc1ccco1 (centres undefined),5.1,-7.0,-14.4,0.1,-5.2,2.1,-7.1,-11.4,21.0
O=C(O)c1ccccc1C(=O)OCc1c(-c2ccccc2)ncc2ccccc12,-2.5,-6.7,-1.6,-1.1,4.2,0.5,.,0.5,-6.8

Compound activity (PubChem)

These rows are one share of the data. The share of hits here may be higher or lower than overall.
